# Screens as filed in PubChem BioAssay.
# HEK293 tox: cytotoxicity counter-screen for GLP-1 receptor inverse agonists; HEK293 cAMP-luciferase reporter cells, luminescence, 24 h; Potency, µM (highest dose often 38.3 µM), for the others: at the top dose activity change, negative = inhibition, usual class: inhibitors; actives 0.13% (n = 410,000); AID 624418;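 further: loss of luciferase light is scored as toxicity; potency means the concentration at half of the fitted maximal effect; on the % scale 0 is the no-effect control and ±100 the full control effect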
#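 Seeding density was 200 cells/uL; after overnight-length (12 h) culture, 23 nL compounds went on for 24 h at 37 °C. Readout used a luciferase detection reagent, luminescence taken after 12 min at room temperature.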
# SW480 rerep: DNA re-replication induction in SW480 cells; SW480 DNA re-replication, Hoechst DNA content imaging, 48 h; Potency, µM (top dose mostly 46.1 µM), without a hit: at the top dose re-replication activation, most hits filed as activators; actives 1.8% (n = 340,000); further: potency means the concentration at half of the fitted maximal effect; % of control where 0% means no effect; nearly all actives have a fitted effect of over 55% in size
#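 Image-based DNA-content assay: after two days of treatment, nuclei were labelled with the DNA dye Hoechst and imaged, and hits were compounds raising the count of nuclei showing high fluorescence intensity.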
# DRD3 agonist: agonists of human D3 dopamine receptor. P35462. actives 0.58% (n = 410,000). max activation, %. D3R DiscoveRx beta-arrestin cells, luminescence, 90 min. AID 652048; in the data active means max activation above about 30%; further: 0% is about no effect; mostly tested at two doses, the higher about 12 µM
# Target sequence (P35462 whole entry, looked up): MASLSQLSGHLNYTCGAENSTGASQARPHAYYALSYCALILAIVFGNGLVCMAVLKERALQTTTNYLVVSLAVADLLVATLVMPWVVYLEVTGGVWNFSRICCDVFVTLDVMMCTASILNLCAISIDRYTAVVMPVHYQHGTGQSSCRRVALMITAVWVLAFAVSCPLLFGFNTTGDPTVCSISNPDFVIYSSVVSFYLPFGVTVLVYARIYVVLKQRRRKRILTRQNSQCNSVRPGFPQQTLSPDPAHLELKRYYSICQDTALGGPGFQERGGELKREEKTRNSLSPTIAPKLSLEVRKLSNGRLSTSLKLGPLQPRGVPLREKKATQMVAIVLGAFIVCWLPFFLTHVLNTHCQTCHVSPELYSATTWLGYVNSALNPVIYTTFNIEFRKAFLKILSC
#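 Agonist-mode cell screen: cells plated at 1500/well and incubated overnight at 37 °C, then exposed to library compounds for 90 min at 37 °C. Detection reagent was added for 30–60 min at room temperature, and luminescence was read.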
# MCF10A rereplic: induces DNA re-replication in MCF 10a normal breast cells; MCF 10A DNA re-replication, Hoechst nuclear intensity, 48 h; Potency, µM (top dose mostly 46.1 µM), inactives show at the top dose activity, positive = re-replication, most hits filed as activators; actives 2.9% (n = 350,000); AID 624296; further: potency means the concentration at half of the fitted maximal effect; % of control where 0% means no effect; nearly all actives have a fitted effect of over 50% in size
# HT1080 IDH1KD tx: HT-1080 IDH1 knockdown cell toxicity (counter line); HT-1080 IDH1 knockdown viability, ATP luminescence, 48 h; Potency, µM (doses to about 46.1 µM), inactives show at the top dose activity, negative = toxicity, usual class: cytotoxic; actives 2% (n = 360,000);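 further: potency means the concentration at half of the fitted maximal effect; 0% = DMSO wells and -100% = cell-free medium wells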
#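 After a 2 h attachment period, IDH1KD HT-1080 cells took pin-transferred compound for 48 h at 37 °C; ATP-based luminescence after 10 min room-temperature reagent incubation reported viability.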
# IL1B secr inh: blocks inflammasome-driven IL-1 beta release. activity change, % at 57.5 µM. actives 4.7% (n = 360,000). THP-1 LPS/ATP IL-1B secretion, AlphaLISA, 16 h; hits give low values; in the data active means activity change below about -50%; inconclusive means mostly about -30% to -49%; further: on the % scale 0 is the no-effect control and ±100 the full control effect
#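 THP-1 cells pretreated 1 hr with compounds (up to 57.5 uM final), then stimulated with LPS (250 ng/mL final) plus ATP (1.25 mM final); secreted IL-1B measured by AlphaLISA after 16 hr, decreased signal indicating inhibition.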
# HT1080NT lethal: kills 2HG-producing HT-1080-NT fibrosarcoma cells; actives 1.6% (n = 360,000); Potency, µM (titrated, usually from 46.1 µM), for the others: at the highest dose activity, negative = less viability, usual class: cytotoxic; HT-1080-NT fibrosarcoma viability, CellTiter-Glo ATP luminescence, 48 h;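 further: NT is the 2HG producing partner of a matched IDH1 knockdown line; potency means the concentration at half of the fitted maximal effect; 0% = DMSO-treated cells and -100% = media-only wells without cells; nearly all actives have a fitted effect of over 55% in size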
#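 Toxicity toward the 2HG-producing NT line was scored as %Activity, normalised to DMSO and no-cell wells, from CellTiter-Glo luminescence after 48 hours' treatment.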
# KB-V1 MDR tox: KB-V1 MDR subline cytotoxicity; KB-V1 MDR cells viability, CellTiter-Glo, 72 h; Potency, µM (doses to about 46.1 µM), without a hit: at the highest dose activity change, negative = cytotoxicity, actives largely listed as cytotoxic; AID 1347076; actives 3.4% (n = 400,000); further: potency means the concentration at half of the fitted maximal effect; on the % scale 0 is the no-effect control and ±100 the full control effect; nearly all actives have a fitted effect of over 60% in size
#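 KB-V1 MDR subline cells in DMEM (phenol-red free, 10% FBS) exposed to compounds in qHTS concentration series for 72 h at 37 degrees C. Viability read by CellTiter-Glo luminescence; concentration-effect curves fitted after normalization and correction.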
# KB-3-1 tox: KB-3-1 parental cell cytotoxicity. AID 1347075. actives 1.4% (n = 400,000). KB-3-1 viability, CellTiter-Glo ATP luminescence, 72 h. Potency, µM (titrated, usually from 46.1 µM), for the others: top-dose activity change, negative = cytotoxic, actives largely listed as cytotoxic; further: potency means the concentration at half of the fitted maximal effect; on the % scale 0 is the no-effect control and ±100 the full control effect; nearly all actives have a fitted effect of over 60% in size
#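 KB-3-1 cells, DMEM (no phenol red) + 10% FBS; compound by pin transfer, 72 h, 37 °C. Readout: CellTiter-Glo luminescence after 10 min. Data normalized, curve-fitted.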
# * marks the source's active call; other numbers are inactive results; ? = inconclusive; . = not tested or not shown; & = joins results of further samples; [ ] = remark or other dose. Unless noted, the call rests on the fitted dose curve; in most records, active means well fitted curve in the direction sought with a large enough effect; inconclusive means small, poorly fitted or top-dose-only effect, or another doubt; inactive means no such curve, though single readings can be large; an effect the other way counts as inactive or inconclusive. This is a random part of the collection, and some 11% of all compounds hit somewhere here.
# Every second line gives: SW480 rerep	HT1080NT lethal	KB-V1 MDR tox	KB-3-1 tox	DRD3 agonist	MCF10A rereplic	IL1B secr inh	HT1080 IDH1KD tx	HEK293 tox
CC1(C(=O)OCC(=O)N2c3ccccc3Sc3ccccc32)CC1(Cl)Cl (configuration not stated)
 : 1%	-2%	0%	-6%	0	14%	18	-2%	16%
CCOC(=O)N1CCN(Cc2ccccc2F)CC1
 : -5%	22%	5%	2%	0	11%	-3	15%	0%
Cc1ccc(NC(=O)C2(C)CCN2C(=O)Cc2ccc(C(C)C)cc2)cc1 (configuration not stated)
 : .	?	?	?	4	.	32	?	-10%
CC(C)(C)NC(=O)C(c1cccs1)N(CC1CCCO1)C(=O)Cn1nnc(-c2cccs2)n1 (configuration not stated)
 : 16%	2%	3%	5%	-6	-7%	10	-3%	9%
O=C(c1ccco1)N(Cc1cccc(F)c1)C1CCS(=O)(=O)C1 (configuration not stated)
 : -3%	2%	-2%	1%	3	-1%	5	3%	10%
CCn1nc(C)c([N+](=O)[O-])c1C(=O)NNC(=O)c1ccccc1Cl
 : -2%	1%	?	7%	5	2%	9	12%	-16%
COCc1nnc(NC(=O)c2ccc(S(=O)(=O)N3CCCC3)cc2)o1
 : -2%	-10%	?	2%	0	3%	6	0%	20%
O=C(CCNc1ccccc1)c1ccc2c(c1)OCO2
 : 1%	24%	7%	24%	1	-2%	-28	7%	-27%
CCCC1=Nc2cc(C(=O)NCC(C)c3ccccc3)ccc2Sc2ccccc21 (configuration not stated)
 : .	.	?	?	-13	.	.	.	?
Cc1ccc(S(=O)(=O)CCC(=O)OCC(=O)Nc2cc(S(=O)(=O)N3CCOCC3)ccc2C)cc1
 : -6%	13%	3%	11%	-2	3%	2	10%	2%
CCCCc1nc2sc3c(=O)[nH]cnc3c2c2c1CCCC2
 : -9%	11%	6%	-1%	-8	5%	19	11%	2%
O=C(NCc1ccco1)C(C(=O)c1ccccc1)n1ccccc1=O (configuration not stated)
 : -6%	-3%	17%	1%	-1	0%	-1	-2%	5%
CCN1Cc2c(/C=C/c3ccccc3)nc3ccc(OC)cc3c2N(c2cccc(Cl)c2)C1
 : 28%	?	5%	?	1	26µM*	-84*	?	-12%
O=C(Nc1cccnc1)c1ccc(COCC(F)(F)F)cc1
 : -2%	-14%	?	5%	5	0%	-1	-4%	3%
COc1ccc(OC)c2sc(N3CCN(C(=O)C4CC4)CC3)nc12
 : .	.	-5%	?	-2	.	.	.	9%
O=[N+]([O-])c1cccc(-c2nnc3ccc4ccccc4n23)c1
 : 1%	1%	-1%	-3%	-7	2%	15	0%	-7%
O=C(O)COc1ccc2c(-c3ccccc3)cc(=O)oc2c1
 : -1%	16%	6%	8%	1	-2%	10	17%	-5%
O=C(c1ccc(N2CCN(CCO)CC2)nc1)N1CCOCC1
 : -8%	-1%	-5%	14%	3	-3%	4	2%	7%
CC(C)n1c(=O)[nH][nH]c1=S
 : -3%	10%	-8%	-10%	12	-13%	.	1%	-29%
O=C(Oc1cc(=O)oc2ccccc12)c1cccnc1Cl
 : 16%	-1%	-2%	24%	0	-4%	4	0%	-6%
CC(=O)N(C)c1ccc(NC(=O)c2ccco2)cc1
 : -7%	0%	8%	13%	1	6%	-14	-8%	-7%
OC[C@@H]1CN(Cc2cccc(C(F)(F)F)c2)C[C@H](n2cnc3c(NCc4ccc(F)cc4)ncnc32)O1
 : .	?	?	?	6	.	-25	21µM*	-10%
Cc1cc(C)cc(NC(=O)Cn2nnc3ccccc3c2=O)c1
 : -16%	-11%	-12%	-8%	3	24%	22	1%	1%
COc1cccc(OCc2cc(C(=O)N(C)Cc3nc4ccccc4[nH]3)no2)c1
 : ?	4%	-16%	-4%	3	13%	0	-25%	1%
C=CCCC(=O)Nc1nc(C)c(-c2csc(Nc3ccc(Cl)cc3Cl)n2)s1
 : 14%	16µM*	?	?	1	0%	-21	?	-11%
CN(C)/C=C/C(=O)c1ccc(Br)s1
 : -7%	6%	3%	1%	-9	?	-6	-16%	9%
Cc1cc(C(=O)NCc2cccnc2)n(-c2ccccc2)n1
 : 8%	9%	7%	?	5	8%	16	8%	?
CCOC(=O)C1CCCN(Cc2cc(=O)oc3cc(C)ccc23)C1 (configuration not stated)
 : -3%	-1%	?	24%	-14	26%	9	-1%	6%
C/C(=N\NC(=O)c1ccc(Cl)cc1)c1cccnc1
 : -4%	-3%	17%	5%	-10	-5%	-14	1%	6%
COc1ccccc1/C=C/C(=O)c1cc(Br)ccc1OC(=O)c1ccco1
 : ?	18µM*	?	?	-4	10µM*	-98*	21µM*	?
COc1ccc(NC(=O)c2ccc(Cl)nc2)cc1S(=O)(=O)N1CCOCC1
 : 2%	-3%	15%	?	1	2%	36	-22%	-12%
Cc1ccccc1NC(=O)CCN1CCc2ccccc2C1
 : -1%	-13%	?	5%	-6	28%	15	-16%	-2%[0.307 µM]
N#CCSc1nnc(-c2ccccc2O)n1CCc1ccccc1
 : -1%	-3%	-16%	?	-7	0%	-16	0%	-29%
Cc1cccc(NC(=S)N2CCC(O)CC2)c1C
 : -6%	15%	0%	2%	21	-2%	12	15%	-4%
O=C(NCc1ccccc1F)c1ccc(S(=O)(=O)NCc2ccco2)cc1
 : -99%[inhibitor]	10%	12%	4%	8	1%	-2	-1%	-6%
COc1ccc(C(NC(=O)/C=C/c2ccco2)c2ccc(OC)c(OC)c2)cc1OC
 : -5%	8%	-5%	0%	-5	1%	0	8%	24%
CC(C)C1CC(c2csc(N)n2)CCO1 (configuration not stated)
 : -1%	-2%	-9%	-28%	-4	-3%	-5	-4%	-8%
COc1cc([N+](=O)[O-])ccc1NC(=O)/C=C/C(=O)O
 : -3%	2%	12%	-14%	3	3%	15	11%	-4%
COc1ccc([C@H]2CC(=O)C=C(c3cccc4c3Oc3ccccc3S4)C2)cc1
 : ?	?	?	0%	6	?	-1	?	-4%
COc1ccc(CCNC(=O)CCC(=O)Nc2nnc(C(C)C)s2)cc1OC
 : 2%	21%	0%	21%	7	1%	20	24%	-7%
Cc1nn(CC(=O)NCCc2ccccc2)c(=O)c2cc3occc3n12
 : -3%	16%	12%	15%	-3	7%	0	9%	-3%
C=CCc1cccc(/C=N/NC(=O)C(C)Nc2ccc(C)cc2)c1O (configuration not stated)
 : 16µM*	-24%	21µM*	?	-12	?	0	?	-26%
Cc1ccc(S(=O)(=O)N2CCN(C(=O)CN3CCN(c4ccc(O)cc4)CC3)CC2)cc1
 : -1%	2%	-25%	-25%	1	-7%	2	-1%	-23%
CCOc1ccc(CNC(=O)CCCn2nc(CC)n3c(cc4occc43)c2=O)cc1
 : -17%	3%	-1%	2%	8	20%	-11	9%	-7%
O=C(CSc1nnc2c(n1)[nH]c1ccc(F)cc12)NC1CC1
 : -2%	14%	5%	11%	-5	2%	13	11%	-2%
N=c1ccn(Cc2ccccc2Cl)cc1
 : 2%	0%	?	?	-3	4%	-6	-16%	-26%
CC(C)NC(=O)CN1CCC(O)(c2ccccc2)CC1
 : 2%	12%	16%	13%	-30	-6%	23	9%	5%
O=CN1CCN(C(=O)CN2C(=O)c3ccccc3C2=O)CC1
 : -7%	2%	?	-4%	3	0%	-14	15%	-1%
CCCN(C)C1CN(Cc2cn(CCCC(=O)OC)nn2)S(=O)(=O)C1 (configuration not stated)
 : .	16%	-4%	11%	-2	.	55	?	-8%
Cc1ccccc1C(=O)N1CCN(CCNC(=O)C(=O)Nc2ccc(Br)cc2)CC1
 : 1%	0%	?	1%	1	?	0	-3%	-5%

# Following part:
# Every second line gives: SW480 rerep	HT1080NT lethal	KB-V1 MDR tox	KB-3-1 tox	DRD3 agonist	MCF10A rereplic	IL1B secr inh	HT1080 IDH1KD tx	HEK293 tox
Cc1ccc(NC(=O)c2ccc3c(c2)C(=O)N(CC2CCCO2)C3=O)cc1C (configuration not stated)
 : 3%	7%	0%	-1%	1	29%	27	5%	0%
CSc1sc(C(=O)NCC2CC2)c2c1S(=O)(=O)N(C)c1ccccc1-2
 : 0%	?	-8%	1%	-1	0%	8	-3%	-2%
CC(C)CCNC(=O)CN(C(=O)CCC(=O)Nc1nccs1)c1ccc2c(c1)OCCO2
 : -2%	22%	-1%	-14%	4	8%	-15	6%	0%
O=C(COC(=O)C(Cc1c[nH]c2ccccc12)NC(=O)c1ccc(Cl)cc1)c1ccc(Cl)cc1 (configuration not stated)
 : .	.	2%	5%	-12	.	.	.	2%
Cc1cccc(N2CCN(C(=O)c3nn(C)c4c3CS(=O)(=O)c3ccccc3-4)CC2C)c1 (configuration not stated)
 : -5%	-5%	?	0%&-6%	-9&6	1%	-21	-8%	-24%&-7%
COC(=O)c1cc(C(=O)OC)cc(-n2c(C)cc(C(=O)COC(=O)CNS(=O)(=O)c3ccc(C)cc3)c2C)c1
 : -1%	-1%	-7%	18%	3	-1%	48	11%	-5%
O=C(/C=C/c1ccccc1)c1ccccn1
 : ?	?	-4%	-9%	-7	18µM*	-12	?	-3%
COc1ccc(C(=O)O)c(OC)n1
 : -14%	0%	?	2%	-2	-6%	-3	-2%	-27%
COc1ccc(-n2cc(C(=O)OCc3ccc(F)c(F)c3)c3ccccc3c2=O)cc1
 : .	.	11%	5%	-1	.	.	.	13%
CCOc1ccccc1CNC(=O)C1CCN(c2nn3c(=O)cc(C)nc3s2)CC1
 : ?	-17%	-11%	-6%	-1	-3%	-21	-14%	-1%
Cc1ccc(NC(=O)C(=O)NC2CCCCC2)cc1
 : -9%	11%	-3%	2%	6	-8%	18	14%	5%
COc1cccc(CNc2nc3cc(-c4csc5ccccc45)sc3c(=O)n2C)c1
 : .	?	2%	0%	6	.	-22	?	1%
